D2 potentiator – positive allosteric modulators of human D2 dopamine receptor; P14416; HEK293 T-REx D2, calcium flux, EC20 dopamine potentiation; potentiation, % at 10 µM; actives 0.34% (n = 340,000); AID 485347;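 active = potentiation over 3 SD above the plate norm, cut at about 30% in these data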; also: 0% is about no effect
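Primary screen. Calcium kinetics in induced HEK293 T-REx D2 cells: compound pre-addition 180 s, EC20 dopamine, 180 s more.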
D1 agonist – agonists of human D1 dopamine receptor; HEK293 T-REx D1 cells, calcium flux, agonist mode; AID 504660; activation, % at 2 µM; actives 1% (n = 360,000); in the data active = activation above about 30%; also: 0% is about no effect
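Inducible HEK293 T-REx D1 cells, force-coupled to calcium signalling, were plated at 4000 cells/well with tetracycline and held overnight at 30 C. After no-wash calcium dye loading, compound-evoked calcium rise over 180 s flagged agonists.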
Vif-A3G inh – blocks the Vif interaction with human APOBEC3G | AID 602310 | actives 0.076% (n = 410,000) | Potency, µM (doses to about 46.1 µM), for the others: at the highest dose activity, negative = active, usual class: inhibitors | Q9HC16 | HeLa A3G-eYFP + Vif (tagged APOBEC3G with the HIV-1 protein that degrades it), YFP fluorescence, overnight;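 also: potency is read from the fitted curve at half-maximal effect; % is scaled to controls: 0 for no effect and ±100 for the full control effect; nearly all actives have a fitted effect of over 60% in size; hits raise eYFP signal because A3G escapes Vif-driven loss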
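HeLa cells stably expressing Vif and C-terminally eYFP-tagged A3G, seeded overnight at 37 deg C, then exposed to compound by pintool overnight at 37 deg C. Rise in yellow fluorescence (Ex 488/Em 500-530, Acumen) marks blocked Vif-driven A3G degradation.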
Vif-APOBEC3F blk – blocks the Vif interaction with APOBEC3F. HeLa A3F-eYFP + Vif (tagged APOBEC3F with the HIV-1 protein that degrades it), YFP fluorescence increase. Potency, µM (doses to about 46.1 µM), for inactives: at the top dose activity, negative = active. actives 0.2% (n = 390,000); also: potency is read from the fitted curve at half-maximal effect; % of control where 0% means no effect; nearly all actives have a fitted effect of over 65% in size
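Fluorescence increase (Ex 488/Em 500-530) after overnight compound treatment at 37 deg C flags inhibition of Vif-driven A3F-eYFP loss in stable HeLa A3F-eYFP/Vif cells seeded overnight beforehand.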
D1 PAM – enhances dopamine response at the human D1 receptor. HEK293 TREx D1 cells, calcium flux, dopamine EC20 potentiation. AID 504651. potentiation, % at 10 µM. actives 0.036% (n = 360,000). P21728; in the data active = potentiation above about 30%; also: 0% is about no effect
RXFP1 agonist – agonists of human relaxin receptor RXFP1; HEK293T-RXFP1 cAMP TR-FRET, 30 min; response scale: percent of porcine relaxin response, buffer zero; AID 2676; Potency, µM (highest dose often 57.5 µM), for inactives: top-dose activation, usual class: activators; actives 0.3% (n = 370,000); also: potency is read from the fitted curve at half-maximal effect; % is scaled to controls: 0 for no effect and ±100 for the full control effect; nearly all actives have a fitted effect of over 60% in size; many of its hits are not listed in these tables
Target sequence (Q9HBX9 whole entry, looked up): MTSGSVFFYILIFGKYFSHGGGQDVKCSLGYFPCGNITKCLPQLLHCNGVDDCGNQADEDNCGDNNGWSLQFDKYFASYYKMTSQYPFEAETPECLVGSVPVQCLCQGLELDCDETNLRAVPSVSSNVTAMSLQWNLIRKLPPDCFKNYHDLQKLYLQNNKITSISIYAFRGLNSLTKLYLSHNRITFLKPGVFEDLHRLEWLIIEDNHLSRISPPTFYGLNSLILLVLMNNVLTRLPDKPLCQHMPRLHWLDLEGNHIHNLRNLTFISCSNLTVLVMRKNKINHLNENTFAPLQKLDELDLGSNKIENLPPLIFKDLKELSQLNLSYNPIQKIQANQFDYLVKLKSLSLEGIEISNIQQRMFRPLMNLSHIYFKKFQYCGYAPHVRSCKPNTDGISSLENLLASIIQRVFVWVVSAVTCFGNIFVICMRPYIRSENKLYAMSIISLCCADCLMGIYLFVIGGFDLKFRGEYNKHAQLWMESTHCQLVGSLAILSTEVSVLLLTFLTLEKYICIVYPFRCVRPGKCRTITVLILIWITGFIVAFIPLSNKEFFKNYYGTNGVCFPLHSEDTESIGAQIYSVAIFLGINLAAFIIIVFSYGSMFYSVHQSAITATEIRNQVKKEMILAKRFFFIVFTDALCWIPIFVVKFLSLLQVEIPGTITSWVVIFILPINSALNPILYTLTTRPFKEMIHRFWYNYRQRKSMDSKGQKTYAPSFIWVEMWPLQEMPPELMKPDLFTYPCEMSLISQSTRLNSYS
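Agonist response is measured as cAMP accumulation in an RXFP1-transfected HEK293T line under PDE4 inhibition. Values are scaled between buffer-only and 29 nM porcine relaxin, and EC50s come from standard Hill equation fits.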
LDHA block – LDHA (human) enzyme inhibition | P00338 | AID 1347041 | activity change, % (values are at about 110 or 230 µM) | actives 0.15% (n = 480,000) | purified LDHA, NADH/diaphorase-resazurin fluorescence; hits give low values; in the data active = activity change below about -30%; inconclusive = mostly about -25% to -30%;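 also: plate controls were DMSO wells for no effect and wells without enzyme for full effect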
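Resorufin fluorescence (ex540/em590), read at 0 and 20 min after diaphorase/resazurin addition, reports the NADH left after a 5 min room-temperature reaction of 2 nM human LDH5 with 0.06 mM NADH and 0.2 mM pyruvate.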
GRP78 ERSR act – induces the endoplasmic reticulum stress response in human glioma cells | U87-MG GRP78 promoter luciferase reporter, 16 h | Potency, µM, for inactives: at the top dose activation, usual class: activators | actives 0.02% (n = 420,000) | AID 602332; also: potency is read from the fitted curve at half-maximal effect; series mostly up to about 76 µM; % of control where 0% means no effect; nearly all actives have a fitted effect of over 35% in size
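Stably transfected U87-MG glioma cells carrying a GRP78-based luciferase sensor; 16 h compound incubation. Luminescence end-point read 10 min after Bright-Glo addition at room temperature.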
D1 antag – blocks dopamine activation of the human D1 receptor | HEK293 TREx D1 cells, calcium flux, dopamine EC80; hits give low values | activity change, negative = inhibition, % at 10 µM | actives 3.2% (n = 360,000); in the data active = activity change below about -30%; also: % is scaled to controls: 0 for no effect and ±100 for the full control effect
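HEK293 T-REx cells expressing inducible, force-coupled D1 receptor; no-wash Ca dye, 30–90 min RT. Cmpd → 180 s read at 1 Hz → EC80 DA → 180 s read.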
Starred values were filed as active, the others as inactive; ? = inconclusive; . = not tested or not shown; & = joins results of further samples; [ ] = another dose, or the depositor's remark. Unless noted, calls follow the shape of the dose curve; as a rule, active = well fitted curve in the direction sought with a large enough effect; inconclusive = small, poorly fitted or top-dose-only effect, or another doubt; inactive = no such curve, though single readings can be large; an effect the other way counts as inactive or inconclusive.

SMILES	D2 potentiator	D1 agonist	Vif-A3G inh	Vif-APOBEC3F blk	D1 PAM	RXFP1 agonist	LDHA block	GRP78 ERSR act	D1 antag
CC1CCCCN1C(=O)Cn1cnc2c1c(=O)n(C)c(=O)n2C (stereo not drawn)	0	4	-1%	4%	-5	8.0%	1	-1%	-16
CNC(=O)c1[nH]cnc1C(=O)NCC(=O)OCc1ccccc1	2	0	0%	0%	-5	-0.3%	-3	-2%	2
Cc1ccc(S(=O)(=O)Nc2cc3c(cc2C)n(C)c(=O)c(=O)n3C)cc1	3	2	0%	-2%	-6	8.3%	0	-2%	-1
COc1ccc(C2CC(=O)c3cc(-c4nc(-c5ccc(Cl)cc5)cs4)c(=O)[nH]c3C2)cc1OC (stereo not drawn)	13	2	0%	-12%	1	18%	-5	-5%	-9
CCCN(CCC)c1ncnc2c1cnn2-c1ccc(OC)cc1	-1	6	0%	3%	-9	1.4%	2	-3%	4
CCC(C)[C@H](NC(=O)NC1CCCc2ccccc21)C(=O)OC (stereo partly drawn)	-2	-1	-2%	-1%	-6	0.3%	1	-2%	-22
O=C(COC(=O)CNC(=O)c1ccc(Cl)cc1)NC1CCCCCC1	15	0	0%	1%	-3	-0.8%	-10	-3%	-5
CC(C)C(C)NC(=O)CSc1ccc(S(=O)(=O)N2CCOCC2)cn1 (stereo not drawn)	-15	1	3%	-4%	4	1.5%	-9	-4%	8
COc1ccccc1-c1nc(S(=O)(=O)c2ccc(Cl)cc2)c(N2CCCCCC2)o1	-8	2	.	.	0	-1.3%	-4	.	19
O=C(Cc1ccc(Cl)cc1)Nc1cccnc1	-2	3	0%	-2%	-7	2.4%	3	-2%	-2
O=C(NCc1ccccc1)C1=C[C@@H](c2csc3ccccc23)C[C@@H](OCCCCO)O1	1	11	-7%	7%	-6	1.7%	2	-4%	18
O=C(COC(=O)c1cc(Cl)ccc1Cl)NC1CCCC1	9	2	4%	18%	-3	1.2%	-2	6%	-15
COC(=O)[C@H]1C[C@H](OC(=O)NCc2ccc(OC)c(OC)c2)[C@@]2(O)CN(S(=O)(=O)c3ccc(C)cc3)CC2[C@H]1C(=O)OC (stereo partly drawn)	.	.	-1%	-3%	.	.	-3	-2%	.
COc1ccc(C(=O)NCCn2cc(SCC(=O)N3CCOCC3)c3ccccc32)cc1	0	0	1%	4%	-4	-2.2%	1	-4%	7
CN(C(=O)c1ccc(-c2nn(C)c(=O)c3ccccc23)cc1)C1CCCCC1	3	6	0%	-9%	-7	4.3%	-6&2	-4%	-4
N#CCCn1cc(C(N)=O)c(-c2ccc3ccccc3c2)n1	.	4	-2%	4%	4	-0.5%	-1	0%	-15
COc1ccc(S(=O)(=O)N2CCCC2CNC(=O)C(=O)NCc2ccc(C)cc2)cc1 (stereo not drawn)	4	0	-3%	-10%	-4	0.5%	2	-5%	-10
O=C(NCCc1cnc[nH]1)Nc1cccc(C(F)(F)F)c1	-10	4	2%	4%	-4	2.5%	-7	0%	-8
Cc1csc(=O)n1CCC(=O)OCC(=O)Nc1cc(Cl)ccc1[N+](=O)[O-]	-2	-1	-8%	-1%	3	0.8%	-3	1%	29
NC(=O)Nc1ccc(F)cc1	22	1	1%	5%	6	-1.0%	-4	-1%	-9
c1ccc(Cc2nnc3sc(-c4ccccn4)nn23)cc1	-2	1	3%	-10%	6	-0.1%	1	-1%	26
CCOC(=O)c1c(NC(=S)Nc2ccc(F)cc2)sc2c1CCC2	-2	2	0%	1%	7	?	0	-2%	-7
COc1ccc(-c2cn3cc(Cl)ccc3n2)cc1OC	3	1	-1%	0%	0	4.9%	-7	5%	15
CCOC(=O)N1CCN(C(=O)CSc2ccc(-c3cccc(OC)c3)nn2)CC1	-6	-1	-1%	0%	-2	-0.4%	-8	0%	9
Cc1[nH]n(-c2ccc(Br)cc2)c(=O)c1/C=N/NC(=O)c1ccccc1	1	2	-3%	?	-16	3.9%	-2	2%	-19
(next part)
SMILES	D2 potentiator	D1 agonist	Vif-A3G inh	Vif-APOBEC3F blk	D1 PAM	RXFP1 agonist	LDHA block	GRP78 ERSR act	D1 antag
CCOc1nc(Oc2cccc(C(=O)O)c2)nc(Oc2cccc(C(=O)O)c2)n1	18	2	-1%	4%	-1	0.8%	-6	-1%	-3
Cc1cc(C(=O)COc2cccnc2[N+](=O)[O-])c(C)n1-c1ccccc1	-3	6	0%	-3%	-3	3.7%	1	-10%	-17
COc1cccc(NC(=O)CN(C)C(=O)c2ccccc2-c2nc3ccccc3s2)c1	15	2	-5%	7%	-9	0.5%	1	-1%	13
CCC1(CC)C(=O)NC(=O)NC1=NCCc1ccc(O)cc1	4	3	2%	3%	-3	3.8%	-4	-2%	-4
COc1ccc(NC(=O)c2cnn3c(C(F)(F)F)cc(-c4ccco4)nc23)cc1OC	1	3	2%	7%	-13	2.2%	0	1%	-11
Cc1cccc(N2C(=O)C3CCC(c4ccccc4)CC3C2=O)c1 (stereo not drawn)	0	11	-3%	3%	-8	0.3%	-5	-3%	-6
CN(O)/C=C1\C(=O)Nc2ccccc21	13	3	-3%	-13%	4	-6.7%	9	-3%	-10
O=C(NCN1CCc2ccccc2C1)c1ccccc1	-10	2	3%	-2%	-4	0.1%	-3	-5%	-9
CCOc1ncccc1C(=O)Nc1ccc(-c2ccc3nnc(C)n3n2)cc1	5	1	3%	9%	-7	-1.6%	-9	0%	-7
O=C1CC(C(=O)Nc2ccc(Br)cc2)S/C(=N\N=C\c2ccco2)N1 (stereo not drawn)	0	3	5%	12%	-2	?	-8	-4%	0
Cc1cc(C)n(CC(O)COCc2ccccc2)n1 (stereo not drawn)	.	19	2%	3%	-12	1.2%	-3	-2%	-9
CCOc1ccc(S(=O)(=O)NC(C)C(=O)NCc2ccccn2)cc1 (stereo not drawn)	20	4	0%	-2%	2	0.1%	1	5%	-4
CC1(C)CC(=O)C2=C(C1)O[C@@]1(CCCCN3C(=O)c4ccccc4C3=O)Cc3cc(C#N)ccc3C2O1	.	2	.	.	-2	-1.3%[11.5 µM]	.	.	-9
O=C(Nc1ccc(Br)cc1F)c1cc(S(=O)(=O)NC2CCCCC2)ccc1F	-13	6	-1%	-15%	-1	3.5%	-4	1%	4
CC(C)c1ccc(N(CC(=O)N2CCOCC2)S(C)(=O)=O)cc1	3	2	3%	-2%	1	0.6%	-2	-1%	-8
Cc1ccc(C(=O)c2c(N)c(C(=O)Nc3ccccc3Cl)c3ccccn23)cc1	-4	-1	.	.	-1	4.3%	-3	.	19
CC(C)(C)c1ccc(OCc2ccc(C(=O)N/N=C3\CC4CC=CC34)cc2)cc1 (stereo not drawn)	1	8	0%	1%	-1	0.1%	-3	-5%	12
O=C(NCc1ccc(F)cc1)c1ccc(S(=O)(=O)N2CCCC2)cc1	.	.	1%	0%	.	.	-4	0%	.
CCOC(=O)Cn1cnc(-c2ccc([N+](=O)[O-])cc2)c1	-5	0	0%	2%	-5	-0.1%	6	3%	-6
CCOc1cc(S(=O)(=O)n2ccnc2)ccc1Cl	6	0	4%	-9%	-6	-1.5%	-10	-5%	.
O=C(NNC(=O)c1ccc2ccccc2c1)c1ccc(Cl)cc1	.	.	2%	6%	.	.	-7	-1%	.
O=C1CN(C(=O)NCC(=O)N[C@@H](Cc2ccccc2)C(=O)O)c2ccccc2N1	-9	4	-3%	0%	0	0.8%	-1	-4%	-7
COc1ccc(C2CCCN2C(=S)Nc2cccc(C)c2)cc1OC (stereo not drawn)	-11	3	1%	2%	3	-0.3%	1	0%	-59*
CCc1nc2c(=O)[nH]cnc2o1	.	.	2%	-7%	.	.	-6	-4%	.
Nn1c(COc2ccccc2F)nnc1SCC(=O)NC1CCCCC1	-5	2	-1%	-9%	-1	1.3%	-4	-2%	25

Brought forward from above: four entries, then new ones.
SMILES	D2 potentiator	D1 agonist	Vif-A3G inh	Vif-APOBEC3F blk	D1 PAM	RXFP1 agonist	LDHA block	GRP78 ERSR act	D1 antag
O=C1CN(C(=O)NCC(=O)N[C@@H](Cc2ccccc2)C(=O)O)c2ccccc2N1	-9	4	-3%	0%	0	0.8%	-1	-4%	-7
COc1ccc(C2CCCN2C(=S)Nc2cccc(C)c2)cc1OC (stereo not drawn)	-11	3	1%	2%	3	-0.3%	1	0%	-59*
CCc1nc2c(=O)[nH]cnc2o1	.	.	2%	-7%	.	.	-6	-4%	.
Nn1c(COc2ccccc2F)nnc1SCC(=O)NC1CCCCC1	-5	2	-1%	-9%	-1	1.3%	-4	-2%	25
CC(C)CCNc1nc(-c2ccco2)c2c(c1C#N)CCCC2	6	3	-1%	4%	4	5.1%	-3	-5%	6
Cc1cc(=O)n2nc(N3CCCC(C(=O)N4CCN(C)CC4)C3)sc2n1 (stereo not drawn)	5	1	0%	1%	-4	0.0%	-10	-2%	21
c1coc(-c2nc3ccccc3s2)c1	.	.	-2%	-3%	.	.	-8	2%	.
CN(CCC#N)C(=O)COC(=O)c1c2c(nc3ccccc13)/C(=C/c1ccco1)CC2	-3	19	-13%	-8%	-6	11%	14	2%	-4
CCC(=O)N1CCN(c2ccccc2NC(=O)c2ccc([N+](=O)[O-])o2)CC1	-7	1	-20%	2%	-6	4.7%	3	?	1
CCc1ccc2nc(Nc3ccc(OC)cc3OC)c(C#N)cc2c1	4	11	-14%	?	1	3.4%	-1	-1%	15
CCN[C@H]1CN(CCCOC)S(=O)(=O)c2sc(S(N)(=O)=O)cc21	0	2	0%	0%	5	0.3%	-6	-1%	-10
CCN(CC)S(=O)(=O)c1cc(NC(=O)NCCCl)ccc1C	4	2	-3%	?	4	4.2%	-5	-6%	-3
COc1cc(/C=N/NC(=O)c2ccc(O)cc2)ccc1Oc1ccc([N+](=O)[O-])cn1	-4	8	6%	-10%	-1	-1.3%	-4	-2%	-6
CCCC(=O)Nc1nc(-c2ccc(Cl)s2)cs1	-4	0	0%	5%	-1	-0.1%	-6	6%	7
CCN(CCCNC(=O)c1[nH]c(C)c(C(C)=O)c1C)c1ccccc1	-9	9	1%	2%	-7	2.1%	-1	-5%	-22

Compound activity as filed in PubChem.

This is a subset, so the mix of outcomes need not match the whole.
